RXFP1 ag: qHTS Assay for Agonists of the Relaxin Receptor RXFP1; Relaxin receptor 1 (Homo sapiens), Q9HBX9; HEK293T-RXFP1 cAMP TR-FRET, 30 min; response scale: percent of porcine relaxin response, buffer zero; actives 0.3% (n = 370,000); AID 2676, 2010; Potency, µM (titrated, usually from 57.5 µM), inactives show at the highest dose activation, hits mostly activators; note: potency is the fitted concentration of half-maximal effect; % is set by controls: 0 for no effect and ±100 for the full control effect; nearly all actives have a fitted effect of over 60% in size; many of its hits are not listed in these tables
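HEK293T cells stably expressing RXFP1 were pretreated with the PDE4 inhibitor Ro 20174, exposed to compounds for 30 min at 37C, lysed, and cAMP was read by TR-FRET. Data normalized to buffer (basal) and 29 nM porcine relaxin (100%).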
Apoferritin bind: qHTS Assay for Identification of Novel General Anesthetics. Ferritin light chain (Equus caballus), P02791. apoferritin/1-aminoanthracene competitive binding, fluorescence. Potency, µM (doses to about 77.5 µM), for inactives: at the top dose activity change, negative = displacement, actives largely listed as inhibitors. actives 0.074% (n = 350,000); note: potency is the fitted concentration of half-maximal effect; % is set by controls: 0 for no effect and ±100 for the full control effect; nearly all actives have a fitted effect of over 20% in size
Target sequence (P02791 2-175 limits assumed): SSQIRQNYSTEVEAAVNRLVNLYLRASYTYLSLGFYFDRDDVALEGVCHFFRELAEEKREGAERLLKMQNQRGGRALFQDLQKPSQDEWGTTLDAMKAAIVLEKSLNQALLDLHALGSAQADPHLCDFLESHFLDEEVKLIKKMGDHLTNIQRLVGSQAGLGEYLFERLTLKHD
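Probe: 1-aminoanthracene (50% saturated, PBS). Protein: horse-spleen apoferritin, 10 uM. Incubation: 10 min, room temperature. Detection: 380 nm excitation, 535 nm emission. Analysis: normalized response, four-parameter Hill.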
D1 agonist: Allosteric Agonists of the Human D1 Dopamine Receptor: qHTS | D(1A) dopamine receptor (Homo sapiens), P21728 | HEK293 T-REx D1 cells, calcium flux, agonist mode | activation, % at 2 µM | actives 1% (n = 360,000) | AID 504660, 2011; in the data active = activation above about 30%; note: 0% is about no effect
Target sequence (P21728 whole entry, looked up): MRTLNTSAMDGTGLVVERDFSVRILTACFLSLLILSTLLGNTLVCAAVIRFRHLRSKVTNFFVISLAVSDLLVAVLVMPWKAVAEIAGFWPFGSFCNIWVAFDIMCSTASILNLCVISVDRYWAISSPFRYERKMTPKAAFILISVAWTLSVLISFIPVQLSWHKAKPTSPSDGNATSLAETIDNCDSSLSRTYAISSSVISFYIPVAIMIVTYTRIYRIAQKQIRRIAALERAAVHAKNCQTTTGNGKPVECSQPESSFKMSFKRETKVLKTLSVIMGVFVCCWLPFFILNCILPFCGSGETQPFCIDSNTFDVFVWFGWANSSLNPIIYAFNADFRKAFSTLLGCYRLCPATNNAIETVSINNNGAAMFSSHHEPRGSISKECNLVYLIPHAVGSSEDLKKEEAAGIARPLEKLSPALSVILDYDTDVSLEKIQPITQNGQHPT
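Inducible HEK293 T-REx D1 cells, force-coupled to calcium signalling, were plated at 4000 cells/well with tetracycline and held overnight at 30 C. After no-wash calcium dye loading, compound-evoked calcium rise over 180 s flagged agonists.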
TRHR PAM: qHTS for Small Molecule Agonists and Allosteric Enhancers of Human TRH Receptor: Primary Screen for Enhancers. actives 0.66% (n = 360,000). enhancement, % at 2 µM. TRHR cells, fluo-8 calcium fluorescence, EC20 TRH enhancement; in the data active = enhancement above about 30%; note: 0% is about no effect
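TRHR-expressing cells loaded with fluo-8 calcium dye were read kinetically (ex 480/em 530) during compound addition, then stimulated with an EC20 of TRH (10 nM final). Enhancement of the Gq-mediated intracellular calcium response was scored.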
D1 antagonist: Antagonist of Human D 1 Dopamine Receptor: qHTS. HEK293 TREx D1 cells, calcium flux, dopamine EC80; hits give low values. activity change, negative = inhibition, % at 10 µM. actives 3.2% (n = 360,000); in the data active = activity change below about -30%; note: % is set by controls: 0 for no effect and ±100 for the full control effect
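Antagonism measured as reduced calcium response to an EC80 dopamine addition following 180 s compound pre-read; cells were inducible HEK293 Trex D1 plated overnight at 30 C, read kinetically at 1 cycle/sec.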
D1 PAM: Potentiators of Human D1 Dopamine Receptor: qHTS; D(1A) dopamine receptor (Homo sapiens), P21728; HEK293 TREx D1 cells, calcium flux, dopamine EC20 potentiation; potentiation, % at 10 µM; actives 0.036% (n = 360,000); in the data active = potentiation above about 30%; note: 0% is about no effect
RXFP1 antag: qHTS Assay for Antagonists of the Relaxin Receptor RXFP1. activity change, negative = inhibition, % at 57.5 µM. actives 0.59% (n = 350,000). HEK293-RXFP1, relaxin-stimulated cAMP HTRF, 30 min; hits give low values. Relaxin receptor 1 (Homo sapiens), Q9HBX9. AID 1259400, 2018;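 active = activity change of -60% or lower, but not beyond a set lower limit; inconclusive = change between -60% and -40%, or beyond the set limit; inactive = change above -40%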; note: % is set by controls: 0 for no effect and ±100 for the full control effect
TRHR ag: qHTS for Small Molecule Agonists and Allosteric Enhancers of Human TRH Receptor: Primary Screen for Agonists | TRHR cells, calcium flux fluo-8, FDSS agonist mode | activation, % at 2 µM | Thyrotropin-releasing hormone receptor (Homo sapiens), P34981 | actives 0.18% (n = 360,000) | AID 493084, 2011; in the data active = activation above about 30%; note: 0% is about no effect
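Steps: seed TRHR cells overnight; add fluo-8 no-wash Ca dye, RT 30 min–1.5 h; record 10 s baseline; pin-transfer compounds; monitor fluorescence 1 cycle/s for the agonist window. Calcium increases flag candidate agonists.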
D2 PAM: HTS Assay for Positive Allosteric Modulators of the Human D2 Dopamine Receptor: Primary Screen for Potentiators; D(2) dopamine receptor (Homo sapiens), P14416; HEK293 T-REx D2, calcium flux, EC20 dopamine potentiation; potentiation, % at 10 µM; actives 0.34% (n = 340,000);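 active = potentiation over 3 SD above the plate norm, cut at about 30% in these data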; note: 0% is about no effect
Target sequence (P14416 whole entry, looked up): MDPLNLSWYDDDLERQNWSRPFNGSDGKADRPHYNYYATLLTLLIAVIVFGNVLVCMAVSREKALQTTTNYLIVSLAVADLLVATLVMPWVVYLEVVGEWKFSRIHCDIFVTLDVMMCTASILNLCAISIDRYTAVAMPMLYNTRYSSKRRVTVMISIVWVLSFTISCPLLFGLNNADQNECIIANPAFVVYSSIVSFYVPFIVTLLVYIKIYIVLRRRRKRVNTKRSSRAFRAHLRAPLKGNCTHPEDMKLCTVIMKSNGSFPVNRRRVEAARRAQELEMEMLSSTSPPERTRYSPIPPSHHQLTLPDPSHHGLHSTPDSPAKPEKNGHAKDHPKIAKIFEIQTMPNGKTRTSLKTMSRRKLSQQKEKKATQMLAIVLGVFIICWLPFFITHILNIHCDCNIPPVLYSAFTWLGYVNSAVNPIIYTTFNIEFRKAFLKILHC
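Calcium flux readout, no-wash dye, 1 read/s. Inducible HEK293 Trex D2 line, overnight 30 C. Compound alone 180 s (agonist flags), then EC20 dopamine, another 180 s to score potentiation.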
Active calls of the source: *; ? = inconclusive; · = not tested or not shown; [ ] = dose if it differs, or a comment. Unless noted, calls come from the whole dose curve; as a rule, active = well fitted curve in the direction sought with a large enough effect; inconclusive = small, poorly fitted or top-dose-only effect, or another doubt; inactive = no such curve, though single readings can be large; an effect the other way counts as inactive or inconclusive. These rows are one share of the data; the hit share may differ from the screen's.

The first four compounds as a preview:
SMILES | RXFP1 ag | Apoferritin bind | D1 agonist | TRHR PAM | D1 antagonist | D1 PAM | RXFP1 antag | TRHR ag | D2 PAM
CCOc1ccc(CCNC(=O)C2CC(=O)N(C3CCCC3)C2)cc1OCC (stereo not given) | -0.9% | -7% | 1 | -5 | 4 | -2 | -27 | 0.0 | 6
O=C(OC(C(=O)Nc1ccc([N+](=O)[O-])cc1Br)c1ccccc1)c1ccccc1 (stereo not given) | 3.4% | -21% | 1 | 2 | · | 0 | -14 | 0.5 | -5
COc1cc2c(cc1OC)C(/C=C/c1ccco1)=NCC2 | -0.5% | -3% | 1 | -5 | -28 | -5 | 0 | 1.4 | 6
COC(=O)C1(C(O)C(=O)c2ccc(C)cc2C)CCCCC1 (stereo not given) | 1.4% | ? | 3 | 2 | 7 | 7 | -6 | 1.8 | ·

Results, from the start:
SMILES | RXFP1 ag | Apoferritin bind | D1 agonist | TRHR PAM | D1 antagonist | D1 PAM | RXFP1 antag | TRHR ag | D2 PAM
CCOc1ccc(CCNC(=O)C2CC(=O)N(C3CCCC3)C2)cc1OCC (stereo not given) | -0.9% | -7% | 1 | -5 | 4 | -2 | -27 | 0.0 | 6
O=C(OC(C(=O)Nc1ccc([N+](=O)[O-])cc1Br)c1ccccc1)c1ccccc1 (stereo not given) | 3.4% | -21% | 1 | 2 | · | 0 | -14 | 0.5 | -5
COc1cc2c(cc1OC)C(/C=C/c1ccco1)=NCC2 | -0.5% | -3% | 1 | -5 | -28 | -5 | 0 | 1.4 | 6
COC(=O)C1(C(O)C(=O)c2ccc(C)cc2C)CCCCC1 (stereo not given) | 1.4% | ? | 3 | 2 | 7 | 7 | -6 | 1.8 | ·
O=C(N1CCOCC1)N1CCN(c2ccc(F)cc2)CC1 | 0.9% | -14% | 1 | 7 | -3 | -4 | -16 | 0.7 | 11
Cc1cccc(C(=O)Nc2ccnc(-c3cccnc3)n2)c1 | 1.4% | -5% | 1 | -3 | 3 | -2 | 1 | 0.0 | -1
O=C(O)CNC1=NCCC1 | -1.1% | -14% | 4 | -4 | 2 | -4 | · | 1.6 | 6
COc1cc(C(=O)N2CCc3c([nH]c4ccccc34)C2c2ccc(C)cc2)cc(OC)c1OC (stereo not given) | -1.1% | 47%[activator] | 5 | 0 | 0 | 2 | 0 | 0.8 | -6
O=S(=O)(c1ccc2c(c1)OCCCO2)N1CCN(S(=O)(=O)c2c(F)cccc2F)CC1 | · | · | 7 | 3 | -7 | -3 | · | 1.9 | ·
C=CCNCCCCOc1ccc(OCc2ccccc2)cc1 | 2.9% | ? | 45* | -1 | -6 | -5 | -2 | 0.9 | 16
Cc1ccc(CC(C(=O)O)C(C)C(=O)Nc2ccc(F)cc2)cc1 (stereo not given) | -0.1% | 2% | 3 | 0 | -16 | -3 | 0 | 0.4 | 6
O=C(Cn1nc(Cc2cccnc2)c2ccccc2c1=O)NCc1ccc(F)cc1 | 6.0% | -21% | -1 | -7 | 3 | -4 | 4 | -0.7 | ·
CC(=O)Nc1ccc(/C(C)=N/NC(=O)c2ccc(F)cc2)cc1 | 3.0% | -3% | 1 | 2 | -23 | -6 | -2 | 0.6 | 0
O=C1CCN(Cc2ccc(O)cc2)CCN1CCO | -0.8% | -16% | 2 | -5 | -1 | -3 | · | 0.1 | -1
CCOC(=O)c1c(C)[nH]c(C(=O)OCC(=O)Nc2ccccc2)c1C | 0.2% | · | 26 | 6 | -73* | -12 | 10 | 0.3 | -13
O=c1nc(N2CCCCC2)nc(Nc2ccccc2)[nH]1 | 0.9% | ? | 1 | 3 | 10 | -5 | 18 | -0.5 | 18
Cc1cccc(CSCCNC(=O)CCSc2ccccc2)c1 | 0.5% | 4% | 10 | -7 | -23 | -10 | -5 | -1.3 | -1
Cn1cnc(NCc2ccccc2)c1[N+](=O)[O-] | -3.0% | 1% | 2 | 16 | 15 | -5 | -4 | 0.7 | 19
O=C(CCC(=O)OCC(=O)c1ccc(Cl)cc1)NC1CCCCC1 | -1.3% | -23% | 2 | -3 | 8 | -5 | -13 | -0.1 | 13
O=C(COC(=O)c1cccs1)Nc1ccccc1[N+](=O)[O-] | 3.9% | -16% | 3 | -5 | 1 | -3 | -2 | -0.3 | -8
COc1cccc(OC)c1C(=O)NC(=S)N1CCN(c2ccc(C(F)(F)F)cc2[N+](=O)[O-])CC1 | 1.2% | ? | 3 | 8 | 7 | 3 | 0 | -0.2 | 8
CCOc1ccc(NC(=O)N2CCC(CN3CCC(C)CC3)CC2)cc1 | -2.7% | 46%[activator] | 6 | 17 | -24 | -2 | -7 | -0.4 | 1
FC(F)(F)c1ccc(-n2ccnc2)nc1 | 2.2% | -15% | 5 | -6 | 10 | -7 | 10 | 0.3 | -9
CC(C)c1ccc(NC(=O)Nc2cc3sccc3n2C)cc1 | 0.0% | -11% | -3 | 4 | -37* | -2 | · | -0.3 | 10
Cc1cc(OC(=O)c2cc(Br)ccc2Cl)c([N+](=O)[O-])c(=O)[nH]1 | 0.1% | -15% | 1 | -2 | 5 | 1 | · | 0.0 | 2
CCOC(=O)CN(C(=O)CSc1nnc(C)n1-c1ccccc1)c1cccc([N+](=O)[O-])c1 | 0.1% | -5% | 1 | 5 | -5 | -3 | 0 | -0.7 | 9
Cc1ccc(N(C(=O)C2CCCC2)C2C=CS(=O)(=O)C2)cc1 (stereo not given) | 1.4% | -2% | 0 | -4 | 7 | -2 | -3 | -0.2 | -6
O=c1oc2ccc(Br)cc2cc1S(=O)(=O)c1ccc(F)cc1 | 0.8% | -18% | 2 | -1 | 15 | 2 | 1 | -0.4 | -18
CCN(CC(=O)Nc1c(F)cccc1F)C(=O)CSCC(=O)Nc1ccc(OC)cc1 | 0.3% | · | 3 | 1 | 8 | -2 | -11 | -0.4 | 15
COc1ccc(NC(=O)CN(C)CC(=O)Nc2ccccc2SC)cc1Cl | 3.1% | -16% | 2 | 7 | -9 | 4 | -2 | -1.1 | 6
Cc1ccc2[nH]c(=O)c(CN(Cc3ccc4c(c3)OCO4)Cc3nnnn3Cc3ccco3)cc2c1 | 1.9% | -1% | 4 | 1 | 22 | 1 | -3 | -0.4 | ·
c1ccc(Nc2nc(-c3cccs3)cs2)nc1 | -3.7% | -8% | 0 | -2 | -4 | 12 | -26 | 0.1 | -15
CCc1ccccc1NC(=O)CN(C)S(=O)(=O)c1ccc(-c2ccc(=O)[nH]n2)s1 | 4.9% | 5% | 3 | -3 | 1 | -7 | -15 | -0.1 | 6
NS(=O)(=O)c1ccc(CCNC(=O)/C=C/c2ccc([N+](=O)[O-])cc2)cc1 | 0.2% | -8% | -2 | -3 | -8 | -1 | 4 | 0.1 | 0
CSc1ccc(CN2CCC(Oc3ccc(C(=O)N4CCCC4)cc3)CC2)cc1 | -0.3% | -13% | 9 | 3 | 8 | -2 | 9 | -0.3 | -9
COc1ccc(-c2noc(C(C)NC(=O)c3ccco3)n2)cc1OC (stereo not given) | 0.2% | -8% | 1 | 3 | 22 | -10 | 5 | 0.2 | ·
CC(C)C(NS(=O)(=O)c1ccc(Br)s1)C(=O)O (stereo not given) | -0.4% | 6% | 0 | 0 | 0 | -10 | 4 | 0.8 | ·
O=C(C1CCCCC1)N1CCN=C1SCc1cccnc1 | 1.4% | -19% | 2 | 2 | 14 | · | · | -0.2 | -3
CNC(=O)CCCN1C(=O)c2cccnc2Sc2ccccc21 | -1.1% | 2% | 2 | -4 | -17 | -6 | -4 | 0.0 | -8
COc1cccc2c1Oc1ncccc1N(c1ccc(C(=O)NCc3cccc(C)c3)s1)C2 | 27% | 420%[activator] | 1 | 6 | 2 | -3 | -5 | 0.1 | 2
COc1ccc(N2CCN(C(=O)NCc3noc4ccccc34)CC2)cc1 | -1.5% | 4% | 2 | 7 | -25 | -9 | -6 | 0.2 | -6
Cc1ccc(C2c3c(-c4ccccc4O)n[nH]c3C(=O)N2CCCO)cc1 (stereo not given) | -0.7% | -5% | 1 | -6 | 14 | 1 | -28 | 0.1 | -1
Cc1nc2ccc(S(=O)(=O)NC(C(=O)N3CCC(C)CC3)C(C)C)cc2s1 (stereo not given) | 1.5% | -8% | 1 | 2 | -10 | -1 | · | 0.5 | 8
CN1C(=O)C(CC(=O)NCC2CCCCC2)SC1=Nc1ccccc1 (stereo not given) | -0.4% | ? | 1 | -3 | 1 | -4 | -3 | -3.6 | 15
COc1ccccc1C1CCN(c2ccc([N+](=O)[O-])c(OC)c2)CC1 | 0.6% | 2% | 5 | -15 | -28 | -11 | -29 | -1.7 | -14
Cn1c(SCC(N)=O)nnc1-c1cnccn1 | 2.3% | -3% | 4 | 13 | 21 | 11 | 3 | 0.2 | -7
CCCCCC(=O)Nc1cccc(C2=NOC3(C2)C[C@@H](C(N)=O)N(C(=O)c2ccc(OC)cc2)C3)c1 (stereo not given in full) | 0.3% | -16% | 2 | -2 | -11 | -3 | · | 0.9 | -5
COC(C(=O)Nc1ccnn1C1CCN(Cc2ccccn2)CC1)c1ccccc1 (stereo not given) | 0.2% | -4% | 1 | -6 | -7 | -5 | -5 | -0.8 | -2
CCOc1cc(C(=O)N(Cc2nc(-c3ccc(C)cc3)no2)C(C)C)cc(OCC)c1OCC | -1.0% | 16% | 19 | -1 | -35* | 1 | · | 0.6 | -2
CCCCn1c(=O)c(CCC(=O)OC(C)C(=O)Nc2cccc(Cl)c2Cl)nc2ccccc21 (stereo not given) | -1.5% | 1% | 6 | -2 | 5 | 15 | -4 | 1.0 | -5
COc1cc(NS(=O)(=O)c2ccc3[nH]c(=O)oc3c2)cc(OC)c1 | 0.9% | -1% | 1 | -5 | 3 | -1 | 8 | 1.0 | -9
CCOC(=O)COc1c(Br)cc(C2NC(=O)NC(C)=C2C(C)=O)cc1OC (stereo not given) | -0.3% | 8% | 3 | 0 | 2 | -5 | -6 | 0.7 | -3

Screening results as filed in PubChem BioAssay.
